From PubChem BioAssay
PhoP inhibition = inhibitors of PhoP regulon expression, primary screen, Salmonella Typhimurium, GFP reporter (AID 1863); S. Typhimurium PhoP-regulated promoter GFP reporter, 4 h; higher % means a stronger effect; inhibition, % at 50 µM; hits with a dose series show IC50 in µM; 300,000 compounds, 0.16% hits;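 active = inhibition over 29.93%, a cutoff 3 SD above the screen mean, later confirmed by dose response; inconclusive = inhibition over 29.93% but no dose response follow-up; inactive = inhibition at most 29.93% or unconfirmed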;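 note: 0% = low Mg2+ inducing control and 100% = high Mg2+ repressing control; strong numbers were not always called active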
GPR35 arrestin U2OS = inhibition of zaprinast-stimulated GPR35 beta-arrestin translocation – imaging, U2OS, beta-arrestin-GFP, zaprinast agonist, primary screen (AID 2058). U2OS GPR35 beta-arrestin-GFP translocation imaging, zaprinast antagonism; higher % means a stronger effect. one-dose inhibition, % at 10 µM; IC50 in µM for titrated hits. 290,000 compounds, 0.052% hits;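 active = inhibition of at least 50% with at least 30 cells and total cytoplasm GFP at most 10,000,000; inconclusive = under 30 cells or total GFP of 10,000,000 plus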
Siah-1 displacement = blockers of Siah-1 interaction with plectin peptide – biochemical, fluorescence polarization, rhodamine-plectin, uHTS, primary screen (AID 1817). 290,000 compounds, 0.02% hits. displacement, % at 20 µM, or IC50 in µM where a hit was titrated. Siah-1 / rhodamine-plectin peptide fluorescence polarization; higher % means a stronger effect;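 active = displacement of at least 50% at 20 µM, with a fluorescence ratio check between 0.3 and a set limit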;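 note: plate controls were Siah plus tracer with DMSO for no effect and tracer alone without Siah for full effect; strong numbers were not always called active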
Myeloid diff 2 = promotes myeloid progenitor differentiation; calls only at 10 µM; 360,000 compounds, 1% hits; AID 624256; ER-HoxA9 myeloid progenitors, lysozyme-GFP differentiation, flow cytometry;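 active = normalized GFP-positive differentiation at or above the plate's own cutoff, the solvent-only control mean plus 3 SD; inconclusive = no clear call, values can overlap the other calls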;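 note: cells exposed to compound for four days before flow analysis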
Rac1 GTP hydrolysis = MgcRacGAP GTPase-activating activity inhibitors, confirmation, biochemical, ADP Hunter fluorescence | 340,000 compounds, 0.6% hits | AID 624330 | MgcRacGAP-stimulated Rac1 GTP hydrolysis, ADP Hunter fluorescence; higher % means a stronger effect; GST-tagged Rac1 F28L mutant substrate | inhibition, % at 30 µM; hits with a dose series show IC50 in µM;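 active = first-screen hits whose inhibition reached a set limit at any dose in the follow-up dose series; inconclusive = inhibition above the set first-screen limit but never retested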;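 note: fluorescence reports GDP produced by GAP-driven GTP hydrolysis; strong numbers were not always called active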
GPR55 antagonists = inhibition of LPI-stimulated GPR55 beta-arrestin translocation – imaging, U2OS, beta-arrestin-GFP, LPI agonist, primary screen (AID 2013); one-dose inhibition, % at 10 µM; IC50 in µM for titrated hits; 290,000 compounds, 0.13% hits; U2OS GPR55 beta-arrestin-GFP translocation imaging, LPI antagonism; higher % means a stronger effect;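 active = spots per cell inhibited over 60%, with over 100 cells counted and total cytoplasm intensity under 500,000; inconclusive = wells with under 100 cells, flagged as likely toxic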;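 note: U2OS cells stably carrying GPR55 and arrestin-GFP stimulated by 5 µM LPI near EC80; imaged beta-arrestin-GFP aggregate spots per cell after agonist stimulation; plate controls were LPI-stimulated DMSO wells for no effect and DMSO wells without LPI for full effect; some results filed as inactive read as strong as hits; confirmed hits need IC50 under 10 µM and bright autofluorescent wells are also inconclusive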
LYP phosphatase = inhibitors of LYP phosphatase, biochemical, fluorescence intensity, uHTS (AID 1779); recombinant LYP phosphatase, fluorescence intensity; higher % means a stronger effect; 290,000 compounds, 0.054% hits; inhibition, % at 11.5 µM, or IC50 in µM where a hit was titrated; in the data active = inhibition above about 50%;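 note: plate controls were vehicle with enzyme for no effect and no enzyme for full effect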
NTR1 agonist = agonists of NTR1, primary screen, imaging, U2OS cells, beta-arrestin-GFP, high content (AID 493036); P30989; NTR1-U2OS beta-arrestin-GFP spot imaging, agonist mode; activation, % at 20 µM; 330,000 compounds, 0.17% hits;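 active = activation at or above 40% of the spot to cytoplasm intensity ratio, with at least 20 cells analyzed; inconclusive = wells under 20 cells, flagged as cytotoxic or low count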;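 note: 0% = DMSO without peptide and 100% = 100 nM NTR1 peptide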
Target sequence (P30989 whole entry, looked up): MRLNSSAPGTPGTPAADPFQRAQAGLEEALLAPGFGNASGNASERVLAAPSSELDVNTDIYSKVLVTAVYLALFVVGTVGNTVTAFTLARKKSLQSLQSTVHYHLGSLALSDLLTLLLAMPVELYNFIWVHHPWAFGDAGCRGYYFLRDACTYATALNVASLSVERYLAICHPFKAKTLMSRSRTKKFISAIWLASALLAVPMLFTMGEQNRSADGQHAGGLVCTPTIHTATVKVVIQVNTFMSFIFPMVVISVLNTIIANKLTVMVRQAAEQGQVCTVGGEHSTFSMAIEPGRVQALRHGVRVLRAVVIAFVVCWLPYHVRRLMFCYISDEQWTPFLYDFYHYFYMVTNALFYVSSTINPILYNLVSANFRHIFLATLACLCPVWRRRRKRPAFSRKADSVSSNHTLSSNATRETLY
HIV fusion peptide = inhibitors of HIV fusion peptide binding, primary screen, biochemical, uHTS, fluorescence dequenching (AID 1986) | cell-free peptide binding, fluorescence dequenching, 30 min; higher % means a stronger effect | inhibition, % at 20 µM; hits with a dose series show IC50 in µM | 290,000 compounds, 0.3% hits; in the data active = inhibition mostly above about 52%, no sharp cut-off; inactive = mostly below about 76%; note: some results filed as inactive read as strong as hits
NTR1 agonist cell count 20 µM = further read-out of NTR1 agonist, marked with its call; cell count; measured here: cell count, cytotoxicity flag
Myeloid diff 2 GFP+ MAC1+ % = further read-out of Myeloid diff 2, marked with its call; GFP+ MAC1+ double positive, %; measured here: differentiation confirmed by MAC1 staining
An asterisk follows results filed as active; i = inactive; ? = inconclusive; . = not tested or not shown; + = active, no number.

SMILES	PhoP inhibition	GPR35 arrestin U2OS	Siah-1 displacement	Myeloid diff 2	Myeloid diff 2 GFP+ MAC1+ %	Rac1 GTP hydrolysis	GPR55 antagonists	LYP phosphatase	NTR1 agonist	NTR1 agonist cell count 20 µM	HIV fusion peptide
Cc1ccc(S(=O)(=O)CCC(=O)OCc2ccccc2)cc1	-3.0%	0.9%	1.4%	i	0.0	4.9%	-4.7%	-7.7%	-0.3	76	-0.5%
O=S(=O)(NCC(c1cccnc1)N1CCN(Cc2ccccc2)CC1)c1ccccc1 (centres undefined)	-0.8%	-0.1%	10.4%	i	5.0	2.4%	2.7%	3.6%	-0.2	99	-1.2%
Cn1c(SCC(=O)NC(C)(C)C)nnc1-c1cnccn1	-2.8%	-3.6%	-1.5%	i	1.7	8.3%	0.8%	-2.0%	-2.1	67	-0.4%
COc1cccc(NC(=O)c2sc(NC(=O)c3ccncc3)nc2C)c1	0.6%	-13.4%	1.2%	i	0.3	9.8%	-5.9%	5.6%	-0.2	60	2.7%
O[C@@H]1C2CCCC1[C@]1(O)CCCCC1C2 (some centres undefined)	7.8%	-11.8%	-0.9%	i	1.5	6.4%	-5.6%	-3.4%	0.1	68	-1.7%
COc1ccc(-c2nc(N)nc(C(F)(F)F)c2-c2cscn2)c(O)c1	-3.1%	-6.1%	14.0%	i	0.2	5.1%	7.0%	-1.2%	-0.9	39	0.4%
CCCCc1nnc(NC(=O)c2ccc(N3CCCC3=O)cc2)s1	4.3%	.	.	i	1.6	8.0%	.	.	0.2	51	.
Cc1nn(-c2ccccc2)c(N)c1-c1ccccc1	1.9%	-9.2%	4.3%	i	0.1	7.3%	4.2%	0.8%	7.0	61	-1.2%
Cc1cnc(NC(=O)C2COc3ccccc3O2)s1 (centres undefined)	6.4%	12.8%	3.4%	.	.	10.4%	-2.1%	-5.7%	0.0	42	-2.8%
CCOC(=O)CCNC(=O)N1CCCC(C(=O)c2ccccc2SC)C1 (centres undefined)	4.0%	16.0%	-3.8%	i	0.2	5.1%	-7.6%	-10.6%	-0.1	58	-0.1%
CC(C)(C)CC(C)(C)NC(=O)c1ccccc1	5.3%	-15.0%	-2.2%	i	1.4	-19.2%	-1.3%	-3.8%	-0.7	32	1.0%
Cc1ccc(SCc2ccc(C(=O)N3CCCC3)cc2)cc1	1.9%	-16.4%	-1.2%	i	0.2	7.6%	-1.0%	-5.4%	3.5	50	0.9%
O=C(O)CC(NC(=O)c1cccc([N+](=O)[O-])c1)c1ccc2c(c1)OCO2 (centres undefined)	-3.0%	-14.2%	6.0%	i	0.1	6.2%	15.2%	-1.8%	1.2	79	-1.9%
CSc1ccc(OC2CCCCC2NS(=O)(=O)c2ccccc2)cc1 (centres undefined)	9.3%	-4.1%	-7.7%	i	1.1	12.8%	2.1%	-0.5%	0.9	86	-3.4%
COc1ccc(-c2cc(C(F)(F)F)nc(SCC(=O)NCCCN3CCOCC3)n2)cc1	7.5%	-5.2%	-0.2%	i	0.8	7.1%	-4.9%	-15.8%	-1.4	84	-1.0%
CC1CCN(S(=O)(=O)c2cccc(C(=O)NNC(=O)c3ccco3)c2)CC1	4.5%	-11.9%	-3.8%	i	0.2	9.4%	-2.3%	-5.4%	0.1	76	-2.6%
Nc1nonc1C(=O)NCCNCc1ccccc1	4.7%	0.4%	-2.6%	i	0.6	10.9%	9.8%	-4.0%	0.4	37	1.7%
Cc1ccc(N(CC(=O)NCc2ccc(F)cc2)S(=O)(=O)c2c(C)nn(C)c2C)cc1	7.7%	-11.9%	0.2%	i	0.0	-11.8%	-7.2%	-13.4%	-0.5	62	0.8%
CCOC(=O)N1CCN(S(=O)(=O)N2CCCC(C(=O)NCCCN3CC(C)CC(C)C3)C2)CC1 (centres undefined)	-4.1%	-1.0%	3.9%	i	5.6	5.0%	-5.9%	-10.9%	-0.3	52	0.7%
O=C(c1ccco1)N1c2ccccc2Sc2ccccc21	11.8%	-2.6%	-9.8%	i	0.7	3.9%	18.3%	-2.4%	-6.1	90	2.8%
Cc1ccc(-c2nc(CS(=O)(=O)CC(=O)NC3CCC(C)CC3)c(C)o2)cc1 (centres undefined)	2.1%	-3.3%	-4.2%	i	7.1	15.1%	-11.2%	-3.5%	2.1	62	0.6%
CC(=O)Nc1cccc(-c2csc(N)n2)c1	-4.5%	-8.9%	0.7%	i	0.0	12.4%	8.1%	-1.1%	1.1	50	0.1%
O=C(Nc1ccc(O)cc1C(=O)O)c1ccc2c(c1)C(=O)N(Cc1ccco1)C2=O	-10.6%	-6.7%	-2.5%	i	9.8	30.8%	-7.3%	-7.6%	-0.5	53	24.6%
COc1ccc2no[n+]([O-])c2c1	-2.1%	13.7%	-3.8%	.	.	.	-5.7%	-0.7%	1.6	63	0.4%
O=C(COc1cccc(C(F)(F)F)c1)N1CCN(c2ccc(O)cc2)CC1	4.6%	0.8%	3.3%	i	0.5	?	-7.2%	4.4%	1.7	46	-1.5%
Cc1ccccc1Oc1cc(NC(=O)CCCn2nc(C)c([N+](=O)[O-])c2C)cc([N+](=O)[O-])c1	-7.0%	-3.2%	7.3%	i	3.4	4.2%	17.4%	4.6%	11.4	73	-1.6%
O=C(O)c1ccc(NCc2nc3ccccc3n2CCOc2ccccc2Cl)cc1	-9.4%	-12.5%	13.1%	i	0.3	6.2%	-0.9%	4.2%	-1.4	92	5.2%
O=c1[nH]n(-c2ccc(F)cc2)c2ncccc12	-12.5%	26.1%	-1.8%	i	1.3	15.2%	-0.8%	-3.9%	-0.7	90	-2.1%
C/C(Cl)=C\Cn1c(N2CCCC2)nc2c1c(=O)n(C)c(=O)n2C	16.6%	8.3%	-0.8%	i	0.6	7.9%	4.7%	-5.5%	0.5	44	-1.8%
COc1cc(C=O)c(Br)cc1OCc1ccc(C)cc1	-8.3%	18.9%	5.1%	i	4.0	20.5%	1.3%	1.0%	2.8	49	-3.6%
COc1ccccc1N1CCN(C(C)C(=O)Nc2ccc(S(=O)(=O)N3CCOCC3)cc2)CC1 (centres undefined)	-1.7%	-2.9%	-0.3%	i	0.8	1.0%	-3.5%	-6.9%	0.6	63	-1.3%
COCCN(Cc1cccs1)S(=O)(=O)c1ccc(-c2ccc(=O)[nH]n2)s1	-5.8%	-9.6%	-2.7%	?	.	6.5%	6.1%	0.6%	4.1	56	0.1%
CCC(C(=O)OCC(=O)N1C(C)CCCC1C)c1ccccc1 (centres undefined)	4.0%	7.8%	0.3%	i	3.0	6.5%	0.2%	-7.5%	-0.1	74	-1.2%
COc1ccccc1NC(=O)Nc1ccncc1	-5.1%	-9.1%	1.7%	i	0.5	-12.3%	-5.5%	-7.6%	-0.4	24	0.0%
O=C(NCCCn1ccnc1)C(F)(F)C(F)(F)C(=O)NCCCn1ccnc1	3.8%	-3.5%	-5.1%	i	0.3	0.3%	-2.8%	-10.6%	0.6	84	0.5%
O=C(NCC(=O)N1CCCC(C(F)(F)F)C1)c1ccc(Br)o1 (centres undefined)	5.1%	.	.	i	0.8	14.2%	.	.	2.2	67	.
CC(C)(C)NC(=O)C(=O)NNC(=O)c1ccc(C(C)(C)C)cc1	0.2%	-4.6%	-14.1%	i	0.6	2.1%	1.4%	-10.8%	0.9	33	10.9%
Cc1cccn2c(=O)c3cc(S(=O)(=O)c4ccc(Br)cc4)c(=N)n(C4CCCCC4)c3nc12	2.8%	6.1%	1.2%	?	.	11.2%	-1.5%	-1.7%	7.2	50	0.1%
CCOc1ccccc1NC(=O)Cn1c(C)cc(COC)c(C#N)c1=O	-4.1%	27.9%	0.4%	i	0.2	2.0%	0.5%	4.7%	2.0	82	4.3%
CC(C)C(NC(=O)c1c(F)cccc1F)C(=O)N1CCN(c2ccccc2F)CC1 (centres undefined)	1.3%	-13.3%	-0.1%	i	1.0	-3.7%	1.6%	-4.7%	0.2	45	0.6%
CCCCn1c(N)c(N(CC)C(=O)C(c2ccccc2)c2ccccc2)c(=O)[nH]c1=O	-0.9%	-2.7%	13.1%	i	0.5	-0.7%	14.1%	0.0%	1.4	41	0.1%
CC(=O)c1sc(NC(=O)c2cc3c(C)nn(-c4ccccc4)c3s2)nc1C	-6.2%	-2.8%	2.1%	i	0.2	10.0%	12.3%	-5.9%	0.0	79	13.1%
Cc1cccc(NC(=O)c2snc3c(=O)[nH]cnc23)c1	-8.0%	12.7%	4.2%	.	.	.	8.5%	-6.0%	0.4	58	0.5%
Cc1c(C(=O)NC(C(C)C)C(C)C)cccc1[N+](=O)[O-]	-3.7%	-7.0%	0.2%	i	0.3	1.1%	-9.6%	-8.8%	-0.8	67	1.1%
CN=C1CC(C)(C)CC(=O)/C1=C(/O)CCCN1C(=O)c2ccccc2C1=O	-6.0%	5.3%	-0.7%	i	0.3	-3.5%	2.5%	-9.8%	-1.1	55	0.4%
COc1ccccc1CCNC(=O)c1ccoc1C	-4.1%	10.7%	4.1%	+	26.7*	-10.3%	2.0%	-5.4%	0.3	54	3.3%
CC1=C(OC(=O)c2ccccc2)C(C)(C)C(c2ccc(Br)cc2)OC1=O (centres undefined)	-9.4%	3.8%	5.1%	i	0.4	9.4%	13.8%	4.6%	4.6	54	0.8%
CC(C)c1ccc(SCc2noc(C(=O)NCC3CCCO3)c2C(=O)O)cc1 (centres undefined)	-6.3%	-2.1%	0.5%	i	1.2	6.1%	-12.5%	-6.8%	-0.2	92	6.4%
O=C(Nc1ccccc1Cl)c1sccc1-c1ccccc1	-1.1%	10.8%	6.5%	i	2.1	9.8%	13.2%	-8.0%	0.8	45	0.4%
COc1ccc(NC(=O)CCNC(=O)c2ccccc2Cl)cc1OC	-0.8%	-12.4%	1.2%	i	0.8	9.2%	0.1%	-11.8%	0.3	91	-3.6%

An unsorted share of the library. About 2.4% of those tested had a hit in this group.
